# All columns: NCI-60 one-dose screen, growth in % after 48 h at 10 µM unless noted; 100 = growth as untreated, 0 = no growth, -100 = all killed.
# NCI-H522: NCI-H522 lung cancer. 8% of 78,000 active. AID 1794739
# NCI-H23: NCI-H23 lung cancer. 4% of 80,000 active
# NCI-H460: NCI-H460 lung cancer | 6.8% of 82,000 active | AID 1794736
# NCI-H226: NCI-H226 lung cancer; 3.5% of 79,000 active; AID 1794732
# NCI-H322M: NCI-H322M lung cancer | 2.7% of 80,000 active
# OVCAR-3: OVCAR-3 ovarian cancer. 7% of 79,000 active. AID 1794787
# NCI/ADR-RES: NCI/ADR-RES ovarian cells; 4.4% of 81,000 active
# OVCAR-5: OVCAR-5 ovarian cancer; 2.9% of 82,000 active; AID 1794783
# OVCAR-8: OVCAR-8 ovarian cancer | 4.4% of 81,000 active
# Numbers without * were called inactive; x = not tested or not shown; & = joins results of further samples; [ ] = another dose, or the depositor's remark. The calls were made as follows: active = growth percent below 10; inactive = the rest. Outcome played no part in choosing rows; about 11% have a hit in one of these screens.
no.	SMILES	NCI-H226	NCI-H322M	OVCAR-5	NCI/ADR-RES	NCI-H23	NCI-H460	NCI-H522	OVCAR-3	OVCAR-8
1	C=C1C(=O)O[C@H]2[C@H]1CC/C(Cn1cc(-c3ccc(OC)cc3)nn1)=C\CC[C@@]1(C)O[C@@H]21	-44*	89	17	25	4.4*	88	-79*	-84*	-51*
2	O=C(Cn1cnc2c(cc(-c3ccccc3)n2-c2ccncc2)c1=O)Nc1ccc(Cl)cc1	98	92	106	97	90	110	111	112	104
3	Nc1nc2c(C(=O)Nc3ccccc3)c(Nc3ccccc3)nn2c(Nc2ccccc2)c1-c1nc2ccccc2s1	73	91	101	92	75	73	56	x	82
4	O=C1/C(=C/c2cccc(OCc3ccccc3)c2)Oc2cc(OCCN3CCCCC3)ccc21	100	75	81	83	86	83	106	86	92
5	COc1cc(/C=C2\C(=O)Nc3cc(Cl)ccc32)ccc1OCc1ccccn1	95	99	98	107	95	103	102	116	103
6	N#Cc1c(-c2cn(-c3ccccc3)nc2-c2ccc(OCc3ccccc3)cc2)cc(-c2ccc(Cl)cc2)[nH]c1=O	96	99	110	103	101	106	98	113	95
7	COc1ccc(NC(=O)Cn2c(/C=C/c3cccc(OC)c3)nc3ccccc3c2=O)cc1	1.3*	42	40	35	41	15	27	28	10
8	COc1ccc2c(c1)nc(NNC(=O)c1cnccn1)c1cccn12	39	28	42	10.0*	33	7.9*	9.5*	15	24
9	N#C/C(=C\c1ccc(Br)cc1)C(N)=O	107	105	105	107	100	106	95	109	105
10	COc1cc(N=C2C(=O)N(Cc3ccccc3)c3ccccc32)cc(OC)c1OC	88	108	95	95	90	103	75	84	97
11	CC(C)(C)Nc1c(-c2c(O)c3ccccc3oc2=O)nc2c(Cl)cc(C(F)(F)F)cn12	95	108	106	101	101	107	101	111	105
12	CCOC(=O)CCc1cccc(CCC(=O)OCC)n1	104	125	102	116	110	108	89	112	122
13	COc1ccc2c(c1)C(=O)/C(=C/c1cccc(OCC(=O)c3ccc([N+](=O)[O-])cc3)c1)CO2	70	x	57	-29*	-15*	74	-53*	58	2.2*
14	Cc1cn(-c2cc(NC(=O)c3ccc(C)c(-n4cc(-c5cnc6cccnn56)nn4)c3)cc(C(F)(F)F)c2)cn1	69	106	58	95	57	102	81	124	92
15	COc1cccc(C2=NN3C(C2)c2cc(Br)cc(OC)c2OC32CCN(Cc3ccccc3)CC2)c1 (centres undefined)	85	103	105	105	96	101	96	105	104
16	O=C(COC(=O)c1ccccc1)c1ccc(-c2ccccc2)cc1	x	103	106	109	104	104	101	114	116
17	CCN(CC)CCC(=O)c1ccc(OC)c2ccccc12	115	91	91	99	91	100	13	109	90
18	CCOCc1cnc(C)nc1N	102	125	x	111	105	120	112	123	102
19	CC(C)=CCC/C(C)=C\C=N\NS(=O)(=O)c1ccc([N+](=O)[O-])cc1	82	110	114	104	97	116	92	110	88
20	O=c1[nH]c(Sc2sc3ccc(Cl)cc3c2CBr)nc(=S)[nH]1	55	40	49	65	x	22	13	56	41

# Overlap with the part before: 2 entries, followed by the next part.
no.	SMILES	NCI-H226	NCI-H322M	OVCAR-5	NCI/ADR-RES	NCI-H23	NCI-H460	NCI-H522	OVCAR-3	OVCAR-8
19	CC(C)=CCC/C(C)=C\C=N\NS(=O)(=O)c1ccc([N+](=O)[O-])cc1	82	110	114	104	97	116	92	110	88
20	O=c1[nH]c(Sc2sc3ccc(Cl)cc3c2CBr)nc(=S)[nH]1	55	40	49	65	x	22	13	56	41
21	C#Cc1cccc(NC(=O)c2ccccc2N=C=S)c1	86[8.25 µM]	100[8.25 µM]	98[8.25 µM]	102[8.25 µM]	92[8.25 µM]	109[8.25 µM]	88[8.25 µM]	101[8.25 µM]	101[8.25 µM]
22	N#C/C(=C\c1cccc2c1OCO2)C(=O)Nc1sc2c(c1C#N)CCCC2	96	89	101	106	102	110	94	x	105
23	COc1ccc(/C(=C\c2ccc3c(c2)OCO3)C(=O)Nc2nc3ccc(N)cc3s2)cc1OC	83	87	107	97	94	108	94	112	89
24	Nc1nc(SCc2ccccc2Cl)c(-c2ccccc2)c(SCc2ccccc2Cl)n1	105	107	85	91	83	86	79	101	98
25	O=C1/C(=C/c2cc(O)cc(O)c2)Oc2cc(O)ccc21	x	108	108	107	106	110	93	103	99
26	NS(=O)(=O)c1ccc(NNC(=O)Nc2nc3ccccc3s2)cc1	90	99	104	99	89	100	85	106	99
27	Cc1ccc(N=C(Cl)/C=C/c2ccccc2)cc1	92	91	100	94	101	95	90	104	98
28	C[Si](C)(CCl)O[Si](C)(C)CCl	98	110	110	98	101	105	83	111	107
29	NCCCN(CCCN)CCCNCc1c2ccccc2c(CNCCCN(CCCN)CCCN)c2ccccc12	87	84	108	94	92	94	90	107	99
30	CCOP(=O)(OCC)c1nc(-c2ccccc2)oc1NCc1ccccc1Cl	102	103	98	98	102	107	93	109	97
31	COc1cc2c(cc1OCCCCCn1c(-c3ccc(OCc4ccccc4)cc3)nc3cc(N4CCOCC4)ccc31)N=C[C@@H]1CCCN1C2=O	-41*	28	9.5*	24	15	-3.3*	-4.6*	4.1*	21
32	NC(=O)C(=CNc1nc(-c2ccc(Cl)c(Cl)c2)cs1)C(N)=O	112	110	118	100	105	110	12	101	93
33	COC(=O)c1nccnc1N	99	110	102&107	111&103	107&107	105&102	86&109	107&112	100&101
34	NS(=O)(=O)c1ccc(NC(=O)CSc2ccc(-c3ccc(F)cc3)nn2)cc1	100	117	125	115	111	114	108	114	103
35	c1cncc(CNNc2ncnc3ccccc23)c1	105	104	106	107	x	114	97	121	104
36	Cc1nn(-c2ccccc2)c(Cl)c1C1CC(c2ccc(Cl)cc2)=NN1c1ccccc1 (centres undefined)	105	95	110	99	88	104	104	103	105
37	O=C1N=c2ccccc2=C/C1=C\c1cc(-c2ccccc2)oc1O	90	94	90	94	93	109	95	100	106
38	Brc1cc(Br)c2[nH]c(-c3ccccc3)cc2c1	85	100	x	91	85	94	84	85	98
39	Cc1ccncc1NC=O	101	102	110	107	101	106	99	x	104
40	O=C(c1ccccc1)n1cc(-c2nc3ccccc3[nH]2)c2cccnc21	84	97	98	101	95	98	91	104	108

# In a second layout: results already given
17) CCN(CC)CCC(=O)c1ccc(OC)c2ccccc12
  NCI-H226: 115	NCI-H322M: 91	OVCAR-5: 91	NCI/ADR-RES: 99	NCI-H23: 91	NCI-H460: 100	NCI-H522: 13	OVCAR-3: 109	OVCAR-8: 90
18) CCOCc1cnc(C)nc1N
  NCI-H226: 102	NCI-H322M: 125	OVCAR-5: x	NCI/ADR-RES: 111	NCI-H23: 105	NCI-H460: 120	NCI-H522: 112	OVCAR-3: 123	OVCAR-8: 102
19) CC(C)=CCC/C(C)=C\C=N\NS(=O)(=O)c1ccc([N+](=O)[O-])cc1
  NCI-H226: 82	NCI-H322M: 110	OVCAR-5: 114	NCI/ADR-RES: 104	NCI-H23: 97	NCI-H460: 116	NCI-H522: 92	OVCAR-3: 110	OVCAR-8: 88
20) O=c1[nH]c(Sc2sc3ccc(Cl)cc3c2CBr)nc(=S)[nH]1
  NCI-H226: 55	NCI-H322M: 40	OVCAR-5: 49	NCI/ADR-RES: 65	NCI-H23: x	NCI-H460: 22	NCI-H522: 13	OVCAR-3: 56	OVCAR-8: 41

# The results go on.
no.	SMILES	NCI-H226	NCI-H322M	OVCAR-5	NCI/ADR-RES	NCI-H23	NCI-H460	NCI-H522	OVCAR-3	OVCAR-8
41	COc1ccc(CCNC(=O)C(=O)[C@H](Cc2ccccc2)NC(=O)c2oc3cc(OC)ccc3c(=O)c2C)cc1	99	95	102	100	94	108	97	125	108
42	COc1cc(/C=C\c2cccnc2Nc2cc(OC)c(OC)c(OC)c2)cc(OC)c1OC	95	95	82	73	98	98	66	100	87
43	COc1cc(Br)cc2cc(C(=O)CSc3nnnn3-c3ccccc3)c(=O)oc12	87	99	105	101	97	109	84	113	x
44	C#Cc1c(I)n(C2OC(CO[Si](C)(C)C(C)(C)C)C3OC(C)(C)OC32)c(=O)[nH]c1=O (centres undefined)	98	113	92	90	86	114	101	-40*	98
45	O=C(/C=C/c1ccc(Cl)cc1)n1nc(-c2ccccc2)nc1-c1ccccc1	97	102	101	108	109	107	86	109	92
46	CC1Cc2c(N(C)C)ncnc2N(C)c2ccccc21 (centres undefined)	108	101	99	114	107	106	89	111	105
47	c1n[nH]cc1-c1nc2ccc3[nH]ncc3c2c2c1CCCC2	29	31	44	51	19	9.2*	3.0*	x	24
48	CN(C)c1ccc(/C=C(\C#N)c2nc3ccccc3c(=O)[nH]2)cc1	74	90	87	77	70	87	84	114	97
49	CC(=O)Nc1ccc(-c2cc3c(NCc4cccc(C)c4)ncnc3s2)cc1	73	91	82	71	79	77	63	92	51
50	O=C(CN1C(=O)/C(=C/c2ccc(F)cc2)SC1=S)N1CCOCC1	104	95	112	108	x	101	73	111	102
51	O=c1cc(C2CCCCC2)[nH]c(=O)[nH]1	105	119	108	112	110	115	135	119	120
52	O=C1NC(=O)C(c2ccccc2)=C1Nc1ccc(C(=O)Nc2ccc(Cl)cc2)cc1	71	79	85	68	50	70	51	77	87
53	Brc1cc2c(cc1C1OCCCO1)OCO2	112	121	110	107	100	112	x	113	106
54	CC/C(Cc1ccccc1)=C(\c1ccc(OCCN2CCOCC2)cc1)c1ccc(OC(=O)NCc2ccccc2)cc1	101	91	105	103	102	97	87	102	93
55	O=C(CN1CCN(C(=O)c2ccccc2)CC1)Nc1ccccc1SCc1ccccc1	81	x	96	78	79	97	51	91	87
56	OCc1cnccc1NCC1CCCCC1	97	111	107	99	101	103	87	103	96
57	C#C[C@]1(O)CC[C@H]2[C@@H]3CCc4cc(O)cc(C)c4[C@H]3CC[C@@]21C	94	100	101	89	90	85	85	99	87
58	O=C(Nc1ccc(OS(=O)(=O)c2ccccc2)cc1)C12CC3CC(CC(C3)C1)C2	60	69	68	52	51	35	51	64	63
59	Nc1c(C(=O)Nc2ccccc2)oc2ncccc12	96	90	108	103	94	99	86	95	96
60	Cc1c(F)cc(C(N)=O)cc1NCC(=O)Nc1ccc([N+](=O)[O-])cc1	82	99	89	97	89	99	x	97	100
61	CC(=O)c1ccc(O)c(O)c1O	109	93	102	104	x	117	93	116	102
62	COc1ccc(C2SCC(=O)N2NC(=O)c2ccc(NC(=O)c3ccccn3)cc2)cc1OC (centres undefined)	94	95	100	105	102	113	82	101	98
63	COc1cc2oc(-c3cccc(NC(=O)Nc4ccc5c(c4)OCO5)c3)cc(=O)c2c(OC)c1OC	88	79	118	58	65	38	41	56	44
64	S=C(Nc1ccccn1)Nc1ccccn1	80	98	100	98	92	104	99	100	101
65	O=C(NCc1ccc(Cl)cc1Cl)c1ccccn1	105	107	111	106	99	106	102	104	98
66	Nc1nnc(-c2ccc([N+](=O)[O-])o2)s1	96	118	114	95	97	103	91	106	101
67	COc1ccc(CCNC(=O)Cn2nc(N3CCCCC3)ccc2=O)cc1OC	93	90	104	106	98	109	99	107	115
68	CNC1=C([N+](=O)[O-])C(c2ccc(Br)cc2)C(C#N)=C(c2ccc[nH]2)O1 (centres undefined)	100	98	109	114	107	107	90	102	98
69	Cc1ccc(S(=O)(=O)Nc2ccccc2)cc1N	96	97	91	91	91	100	23	96	95
70	Cc1cc(C)c(C=O)c(C)c1	95	106	99	107	101	106	83	107	94
71	O=C1CCC(OCc2ccc(O)cc2)N1 (centres undefined)	111	97	97	100	96	113	94	105	109
72	N=C(N)Sc1cc(O)ccc1O	104	112	121	108	110	115	91	140	101
73	CC1C=CC(OC(=O)C(C)(O)CCC(O)(C(=O)OC2CC(O)C(C(C)C)CC2(C)O)C(C)C)(C(C)C)CC1 (centres undefined)	-49*[4.63 µM]	-90*[4.63 µM]	-85*[4.63 µM]	-9.6*[4.63 µM]	-71*[4.63 µM]	-69*[4.63 µM]	-77*[4.63 µM]	-94*[4.63 µM]	-9.1*[4.63 µM]
74	Cc1cc(=O)oc2cc(OC(=O)C3CC3)ccc12	x	99	96	104	101	103	x	112	103
75	COc1ccc(C2=NNC(c3ccc(Oc4ccc(Cl)cc4)cc3)C2)cc1OC (centres undefined)	85	87	99	92	64	87	68	94	92
76	Oc1ccc(Cl)c(O)c1	106	101	107	116	107	102	x	102	114
77	O=C(c1cccs1)C1CC1	107	x	110	121	103	108	112	117	107
78	CC(=O)Nc1c(I)c(NC(C)=O)c(I)c(C(=O)O)c1I	113&97	101&102	108&102	109&106	110	103&109	25&102	116&111	96&101
79	Cc1nn(-c2ccccc2)c(N2CCCC2)c1/C=N/NC(=O)Cn1c(=O)sc2ccccc21	90	83	87	81	91	93	68	91	87
80	CCOC(=O)C1(c2ccccc2)C(=O)Oc2ccccc21 (centres undefined)	104	104	104	114	108	113	108	107	104
81	COc1ccc(Nc2nnc(-c3ccc(F)cc3)o2)cc1	93	99	90	93	91	101	85	104	103
82	COc1cccc(NC(=O)c2sc3nc4c(cc3c2N)C(=O)CCC4)c1	75	57	50	-31*	22	1.7*	-21*	-2.2*	x
83	Cc1ccc(C)c2c1sc1nc(N3CCOCC3)c(C#N)c(=O)n12	90	107	96	92	76	95	95	90	110
84	O=[N+]([O-])c1cccc(-c2nc3sccn3c2-c2ccnc(NCCNS(=O)(=O)c3ccc(C(F)(F)F)cc3)n2)c1	40	62	87	27	43	33	34	41	26
85	Cc1nn2c(-c3nc4ccccc4[nH]3)c(-c3ccc(F)cc3)nc2s1	107	109	89	96	108	105	109	119	99
86	Cn1c(=O)c2[nH]c(CCl)nc2n(C)c1=O	100	105	104	104	100	110	91	110	102
87	CC(=O)CC(c1cccs1)c1c(-c2ccccc2)[nH]c2ccccc12 (centres undefined)	84	91	100	69	66	98	81	86	93
88	CC1(C)Oc2cc3oc(=O)ccc3cc2C[C@@H]1OCCNS(C)(=O)=O	107	104	101	113	101	107	100	103	101
89	CN1C(=O)[C@H]2c3c1cccc3[C@@]13NC(=O)O[C@H]1[C@H](CCC3(C)C)C2(C)C	95	108	101	99	103	105	93	103	96

# Screening results (PubChem)
